Screening results (PubChem)
CXCR6 block: inhibitors of human CXCR6 receptor; O00574; CHO-K1 PathHunter CXCR6 beta-arrestin, luminescence; inhibition, % at 20 µM; 0.36% of 360,000 active; AID 602244; in the data active means inhibition above about 34%, passing the limit was not always enough;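 further: antagonist mode with CXCL16 agonist at 10 nM final; 0% = 10 nM CXCL16 with DMSO and 100% = unstimulated wells without agonist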
Target sequence (O00574 whole entry, looked up): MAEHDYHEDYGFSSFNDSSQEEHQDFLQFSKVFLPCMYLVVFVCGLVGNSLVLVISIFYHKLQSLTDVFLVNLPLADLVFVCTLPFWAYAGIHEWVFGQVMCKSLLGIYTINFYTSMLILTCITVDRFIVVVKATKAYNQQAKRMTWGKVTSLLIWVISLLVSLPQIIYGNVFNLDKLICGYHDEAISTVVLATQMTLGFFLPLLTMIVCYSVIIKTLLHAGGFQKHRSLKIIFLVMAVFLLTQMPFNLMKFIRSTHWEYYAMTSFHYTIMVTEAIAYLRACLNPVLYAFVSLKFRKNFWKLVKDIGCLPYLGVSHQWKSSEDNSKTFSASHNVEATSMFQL
697 NFkB inh: lowers PMA/ionomycin-induced NF-kB signal in 697 B cells; inhibition, % at 4 µM; 697 B-cell NF-kB luciferase reporter, 16 h; 0.33% of 330,000 active; AID 435022; in the data active means inhibition above about 35%
APJ antagonist: blocks the human apelin receptor APJ | P35414 | CHO-K1 APJ beta-arrestin complementation, luminescence | inhibition, % at 20 µM | 0.32% of 330,000 active;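 active means inhibition above about 40% at 20 µM, limit read from the data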;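 further: cells challenged with 10 nM apelin-13 agonist together with compound; plate controls were apelin-13 plus DMSO wells for no effect and DMSO wells lacking apelin-13 for full effect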
Target sequence (P35414 whole entry, looked up): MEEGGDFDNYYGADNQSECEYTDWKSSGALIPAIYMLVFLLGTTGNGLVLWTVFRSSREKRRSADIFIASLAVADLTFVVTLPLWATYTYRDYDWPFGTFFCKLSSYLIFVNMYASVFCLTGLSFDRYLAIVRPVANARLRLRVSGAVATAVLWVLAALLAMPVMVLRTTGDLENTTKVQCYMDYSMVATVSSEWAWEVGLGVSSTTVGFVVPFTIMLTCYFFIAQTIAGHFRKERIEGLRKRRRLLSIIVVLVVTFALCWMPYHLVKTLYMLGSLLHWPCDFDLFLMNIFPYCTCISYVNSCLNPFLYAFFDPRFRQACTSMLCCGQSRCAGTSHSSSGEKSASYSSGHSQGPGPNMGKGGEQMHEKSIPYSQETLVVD
UBC13 polyUb: human UBC13 polyubiquitination inhibition. UBC13 polyubiquitin chain formation, TR-FRET. inhibition, % at 20 µM. 0.47% of 330,000 active. AID 485273; in the data active means inhibition above about 45%, passing the limit was not always enough
Target sequence (P61088 whole entry, looked up): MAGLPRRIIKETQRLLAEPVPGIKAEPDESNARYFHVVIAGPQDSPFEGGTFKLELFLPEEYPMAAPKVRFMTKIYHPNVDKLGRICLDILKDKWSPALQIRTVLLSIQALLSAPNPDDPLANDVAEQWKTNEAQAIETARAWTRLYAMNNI
Jurkat NFkB inh: inhibitors of the PMA/ionomycin-induced NF-kB reporter in Jurkat cells; PMA/ionomycin-induced NF-kB luciferase reporter, luminescence; inhibition, % at 4 µM; 0.53% of 330,000 active; AID 435003; in the data active means inhibition above about 50%
CCR6 antagonist: blocks CCL20-driven beta-arrestin recruitment at human CCR6 | P51684 | CHO-K1 CCR6 PathHunter beta-arrestin, luminescence, CCL20-stimulated | inhibition, % at 20 µM | 0.49% of 340,000 active | AID 493098;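 active means compounds whose inhibition of the agonist-driven luminescence signal at 20 µM reaches about 50%, limit read from the data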;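 further: cells stimulated with CCL20 at 14 nM final; plate controls were DMSO with CCL20 for no effect and DMSO without agonist for full effect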
Gli-Sufu block: antagonists of Gli-Sufu signaling; Sufu-KO-LIGHT fibroblasts, Gli luciferase reporter luminescence; inhibition, % at 5 µM; 0.74% of 340,000 active;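 active means inhibition above about 55%, limit read from the data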;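 further: 0% = DMSO-treated cells and 100% = wells with medium but no cells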
EBI2 antag: antagonists of human EBI2 receptor | inhibition, % at 5 µM | AID 651636 | EBI2 beta-arrestin recruitment, luminescence, 7a,25-OHC stimulated | 0.81% of 360,000 active; in the data active means inhibition above about 38%;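 further: enzyme fragment complementation signal reports receptor beta-arrestin coupling in cells; 0% = agonist plus DMSO wells and 100% = wells without agonist; some results beyond the cut were filed as inactive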
* hit, by the source's call; nt = no result given.

SMILES | CXCR6 block | 697 NFkB inh | APJ antagonist | UBC13 polyUb | Jurkat NFkB inh | CCR6 antagonist | Gli-Sufu block | EBI2 antag
COc1ccc(NC(=S)N(Cc2ccc(C)cc2)Cc2ccccn2)cc1 | -10 | -4 | -5 | -6 | -6 | 3 | 0 | 0
Nc1ncnc(Nc2ccccc2Cl)n1 | 0 | 2 | 3 | 7 | -5 | -2 | -6 | -12
O=C(CN1CCN(Cc2ccccc2Cl)CC1)N/N=C/C=C/c1ccccc1[N+](=O)[O-] | 0 | 9 | 2 | -10 | -4 | -1 | 19 | 9
COc1ccc(C(CCNCc2ccc(N(C)C)cc2)C(C)C)cc1 (stereo unspecified) | 4 | -2 | 5 | 8 | 6 | 3 | -2 | 6
COc1cccc(/C=C(\C#N)c2nc3ccccc3[nH]2)c1OCC(=O)O | 3 | -54 | 1 | -6 | -24 | 3 | -16 | -14
CCCNC(=O)[C@H](C)NC(=O)c1ccc(Br)cc1 | -1 | 4 | -6 | -4 | 2 | -4 | -2 | -9
O=C(NC(=S)NCCO)c1sc2ccccc2c1Cl | 20 | -64 | 11 | 0 | -17 | 10 | -7 | -8
CCN(CC)S(=O)(=O)c1ccc(C(=O)NCC(c2ccc(OC)cc2)N2CCOCC2)cc1 (stereo unspecified) | 5 | 25 | 5 | 1 | 17 | 2 | 14 | -1
O=C(CN1CCc2cc3c(cc2C1)OCCCO3)Nc1ccccc1 | 4 | 16 | 12 | 5 | -3 | -7 | 5 | -5
N#Cc1ccccc1S(=O)(=O)N1CCN(C(=O)C2CCC2)CC1 | -3 | 15 | -27 | -1 | 10 | -6 | -4 | -1
O=C(NCc1ccccc1Cl)C1CCN(S(=O)(=O)N2CCC3(CC2)OCCO3)CC1 | 9 | 6 | 0 | -9 | 9 | 2 | 0 | 0
Cc1ccc(S(=O)(=O)N2CCN(C(=O)COC(=O)c3ncc(Cl)c(Cl)c3Cl)CC2)c(C)c1 | -15 | nt | nt | nt | nt | -19 | 12 | -4
CC(c1nc2ccccc2n1Cc1ccccc1)N1CCCCC1 (stereo unspecified) | 4 | -18 | 1 | 2 | -26 | 3 | 18 | 14
Cc1c([N+](=O)[O-])c(C(=O)NC2CCCCC2)nn1C | 1 | 6 | 6 | -2 | 0 | 3 | -10 | -2
O=C(COc1ccc(Cl)cc1Cl)N/N=C/CCc1ccccc1 | -3 | 21 | 9 | -2 | 20 | 7 | 2 | 1
Cc1cc(C)n(Cc2cnc(N3CCOCC3)s2)n1 | -9 | 10 | 12 | 13 | 5 | 12 | 6 | -8
Cc1ccccc1-n1c(=O)cc(NCc2ccc3c(c2)OCO3)[nH]c1=O | -4 | 13 | -7 | -4 | -13 | -4 | -1 | -1
Cc1cccc(C)c1Nc1ncnc2ccccc12 | -5 | 0 | 10 | 1 | -10 | 8 | -1 | -14
COc1ccc(C(=O)NC(=S)N(CCC(C)C)c2c(N)n(Cc3ccccc3)c(=O)[nH]c2=O)cc1 | 2 | 0 | 13 | 1 | 10 | 17 | -2 | 9
COc1ccccc1C(=O)OCC(=O)NC(=O)NC1CCCCC1 | 1 | 23 | 9 | 6 | -1 | 10 | -8 | 6
COc1ccc(Oc2ccc(/C=C/C(=O)c3cccc(OC)c3)cc2[N+](=O)[O-])cc1 | -1 | 8 | -17 | -14 | 14 | -4 | 33 | 4
CCN(CC)CC(=O)N1c2ccccc2CCc2ccc(NC(=O)c3cc(OC)c(OC)c(OC)c3)cc21 | -1 | -6 | -1 | 13 | -29 | -6 | 10 | -4
CC(=O)/C(=N\Nc1ccccc1)Sc1nncn1C | 2 | -5 | 2 | -11 | 9 | -12 | 1 | -7
O=C(COC(=O)c1ccc[nH]c1=O)c1ccc(Cl)s1 | 6 | -14 | 4 | -6 | -4 | -1 | -11 | -7
CCOC(=O)c1c(OCC)[nH]c2ccc(O)cc12 | 4 | 1 | -10 | 0 | -9 | 8 | 7 | -8
CC1(c2ccc3ccccc3c2)CCC(=O)O1 (stereo unspecified) | 1 | nt | nt | nt | nt | 3 | 35 | 1
CCOC(=O)C1(Cc2ccccc2C#N)CCCCC1=O (stereo unspecified) | -6 | nt | nt | nt | nt | 11 | -3 | 4
Cc1[nH]c(=O)[nH]c(=O)c1/C=N/NC(=O)[C@@H](N)CC(C)C | -4 | 16 | -4 | -12 | -3 | 7 | 5 | -4
CCOC(=O)CSc1nnc(NC(=O)CN2CCCCC2)s1 | 6 | 13 | 13 | 6 | 12 | 7 | 29 | -1
CCCCn1nc(C(=O)NNC(=O)c2ccncc2)c2ccccc2c1=O | 5 | -38 | 12 | -7 | 14 | 3 | -4 | 1
CCN(CC)CCCNC(=O)C(C)Sc1nc(-c2ccccc2)cc(C(F)(F)F)n1 (stereo unspecified) | 2 | -21 | -10 | -7 | -20 | 6 | 5 | 0
Cc1ccc(C)c(OCCOCCN2CC(C)OC(C)C2)c1C (stereo unspecified) | -1 | -5 | 6 | -9 | -8 | 0 | -1 | -5
Cc1ccc2oc(=O)c3cc(C(=O)NCCCN4CCCCCC4)sc3c2c1 | 8 | -6 | 11 | 15 | -2 | 41 | -19 | 10
COc1ccccc1NC(=O)c1ccc(NC(=O)CSc2ncn[nH]2)cc1 | -7 | 8 | 10 | 19 | 16 | 7 | 0 | -2
COc1ccc(OC2C(=O)N(c3ccc(F)cc3)C2c2ccc(OC)c(OC)c2)cc1 (stereo unspecified) | 3 | 11 | 14 | 5 | 0 | 8 | -4 | 9
Cc1ccc(C)c(OCc2cc(C(=O)N3CCN(c4ccccc4)CC3)no2)c1 | -13 | -137 | -7 | -10 | -78 | 23 | -11 | 3
CCOC(=O)CSc1nc2ccccc2n2c(C)nnc12 | -6 | -4 | 18 | 2 | 13 | 12 | 2 | 5
Cc1ccc(C2(C)NC(=O)N(CC(=O)N3CCc4ccccc43)C2=O)cc1 (stereo unspecified) | -6 | 21 | -2 | -18 | -11 | -9 | 13 | -6
COc1cc2c(cc1OC)CN(C(=O)Cc1ccc(OC)c(S(=O)(=O)N3CCOCC3)c1)CC2 | 0 | 4 | 1 | -6 | 2 | 0 | -12 | -8
CCC(O)(CC)C(=O)NN(C(=O)CCl)c1ccccc1 | -4 | -43 | 8 | -7 | -14 | 6 | -24 | -6
CCC(=O)N1CCc2cc(S(=O)(=O)CCC(=O)NCc3ccccc3OC)ccc21 | 2 | -3 | -11 | 2 | 9 | 15 | -39 | 11
Cc1ccc(-n2nnnc2CNC(=O)c2ccc3c(c2)OCO3)cc1C | 0 | 9 | 1 | -4 | 25 | 7 | -7 | 1
CC(C)c1nc(CN(C)C(=O)N[C@H](C(=O)N[C@@H](Cc2ccccc2)C[C@H](O)[C@H](Cc2ccccc2)NC(=O)OCc2cncs2)C(C)C)cs1 | nt | -3 | -34 | 6 | 33 | nt | nt | nt
C#CCOCCOCCOCCNc1nc(N2CCOCC2)nc(N2CCN(C(=O)Cn3cc(CCCN=C(N)N)nn3)CC2)n1 | 4 | 2 | 17 | 9 | 4 | -7 | 1 | -10
CSCCC(NC(=O)c1ccccc1Br)C(=O)NCC1CCCCC1 (stereo unspecified) | 0 | 7 | -2 | 8 | -8 | 12 | -2 | 6
Cc1cccc(/C(N)=N/OC(=O)c2ccco2)c1 | -11 | -156 | -49 | 1 | -103 | 9 | -128 | 2
COc1cccc(CC(=O)OCC(=O)NNC(=O)c2ccc([N+](=O)[O-])cc2)c1 | 8 | 19 | -26 | -7 | 13 | -11 | -6 | -15
CCc1ccc(C(=O)Nc2ccc(OC)c(S(=O)(=O)N3CCOCC3)c2)cc1 | -3 | 1 | -6 | -5 | -11 | 3 | -3 | -3
CCOC(=O)c1cnc(SCC(=O)N2CCc3ccccc32)nc1N | 2 | -18 | 8 | 10 | -18 | 13 | -8 | 2
CSc1cccc(CN2CCC(n3nccc3NC(=O)C3CC3)CC2)c1 | -5 | 2 | 16 | 5 | 5 | 0 | 3 | -8
COCCn1c(C)cc(C(=O)COc2cccnc2[N+](=O)[O-])c1C | -5 | 13 | 6 | -3 | -5 | 7 | 3 | 3
C#CCOCCOCCOCCNc1nc(N2CCN(C(=O)[C@H](CCCCN)n3cc([C@@H](N)CC(C)C)nn3)CC2)nc(N2CCN(C(=O)[C@H](CCCCN)n3cc([C@@H](N)CC(C)C)nn3)CC2)n1 | 2 | 8 | 5 | 77* | -4 | -16 | 7 | -10
c1cc2c(cc1-c1cnc3n1CCC3)OCCO2 | -6 | -40 | 7 | -4 | 9 | -3 | -12 | 5
COC(=O)C1=C[C@@H](C(=O)OC)[C@@H]2C3=C(C(=O)[C@]2(C)NC(=O)c2ccccc2)[C@H](C)n2c(=O)n(-c4ccccc4)c(=O)n2[C@@H]3C1 | -7 | 18 | 2 | 2 | -11 | -9 | 4 | 10
COCCN1C(=O)c2cc(C(=O)Nc3cccc(F)c3)ccc2C1Nc1cccc(F)c1 (stereo unspecified) | 0 | 5 | 0 | -6 | 3 | 2 | 8 | 75*
COc1cc(OC)cc(C(=O)NNC(=S)NC(=O)c2cccnc2)c1 | 8 | 13 | 22 | -4 | 13 | 11 | -8 | -7
O=C(Nc1ccc(S(=O)(=O)N2CCCCCC2)cc1)C1CCCO1 (stereo unspecified) | -1 | -4 | -1 | 4 | -2 | 5 | -13 | -6
O=C(Nc1cccnc1N1CCOCC1)c1cc2ccccc2oc1=O | 3 | -1 | -1 | -3 | -13 | 3 | -10 | -4
Cc1nnc2c(N3CCN(CCO)CC3)nc3ccccc3n12 | 1 | -1 | 8 | -2 | 10 | 2 | 0 | -5
N#Cc1c(NC(=O)c2nc3ncccn3n2)sc2c1CCCCC2 | 2 | -106 | 10 | -14 | 4 | 16 | -75 | -1

The last 4 records of the section above lead into the next:
SMILES | CXCR6 block | 697 NFkB inh | APJ antagonist | UBC13 polyUb | Jurkat NFkB inh | CCR6 antagonist | Gli-Sufu block | EBI2 antag
O=C(Nc1ccc(S(=O)(=O)N2CCCCCC2)cc1)C1CCCO1 (stereo unspecified) | -1 | -4 | -1 | 4 | -2 | 5 | -13 | -6
O=C(Nc1cccnc1N1CCOCC1)c1cc2ccccc2oc1=O | 3 | -1 | -1 | -3 | -13 | 3 | -10 | -4
Cc1nnc2c(N3CCN(CCO)CC3)nc3ccccc3n12 | 1 | -1 | 8 | -2 | 10 | 2 | 0 | -5
N#Cc1c(NC(=O)c2nc3ncccn3n2)sc2c1CCCCC2 | 2 | -106 | 10 | -14 | 4 | 16 | -75 | -1
CCc1ccccc1NC(=O)CN(C)C(=O)CSc1nc2cc(Cl)ccc2s1 | 6 | -16 | 8 | -6 | -25 | 8 | 1 | 0
COCCCNC(=S)N1CCN(C(c2ccccc2)c2ccccc2)CC1 | 13 | -11 | 2 | 0 | -12 | 15 | -9 | 5
COC(=O)C(NS(=O)(=O)c1ccc(F)cc1)c1ccccc1 (stereo unspecified) | 1 | -24 | 1 | 3 | -10 | 17 | 3 | 10
Cc1cc(-c2ccccc2)nc(SCC(=O)N2CCCC2)n1 | -3 | 10 | -6 | 2 | -13 | 8 | 4 | -14
Cc1ccc(NC(=O)CSCC(=O)NCc2ccco2)cc1 | -13 | -2 | 6 | -1 | 6 | -12 | -24 | -8
Cc1cccc(NC(=O)C2CC(=O)N(Cc3ccccc3)C2)n1 (stereo unspecified) | -7 | 22 | 10 | -2 | -4 | 7 | -6 | -9
COCc1cc(=O)[nH]c(SC)n1 | 14 | -3 | -5 | -1 | -5 | -1 | 6 | -10
CCCCCNC(=O)Cc1cc(=O)[nH]c(=O)[nH]1 | -5 | 7 | -7 | 3 | 11 | 9 | -7 | -3
Cc1cc(C)c(C)c(S(=O)(=O)N2CCN(c3ccccn3)CC2)c1C | 0 | 5 | 4 | 5 | 12 | 28 | 40 | 8
CCOc1ccc(NC(=S)Nc2ccc(F)cc2)cc1 | -8 | -1 | 9 | 5 | -4 | -11 | 5 | 59*
Cc1cc(C(=O)NCc2ccccc2Cl)n(-c2ccccc2)n1 | 0 | 7 | 13 | 20 | 10 | 4 | -1 | -7

Rows were taken by chance (roughly 3% active in at least one column).
